# GAA glycogen = inhibitors or activators of human alpha-glucosidase glycogen cleavage | Potency, µM (titrated, usually from 76.4 µM), for the others: top-dose activity change, negative = inhibition, actives largely listed as inhibitors | 300,000 compounds, 0.38% hits | recombinant GAA, glycogen substrate, Amplex Red glucose oxidase fluorescence; active means well fitted inhibition curve with a large enough effect; inconclusive means small, poorly fitted or top-dose-only effect, or another doubt; inactive means no such curve, though single readings can be large or run the other way;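 further: 0% = full enzyme reaction and -100% = no-enzyme basal signal; the screen sought inhibitors and activators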
#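 qHTS, 1536-well; enzyme 4 nM final; cpd up to 77 uM; substrate bovine liver glycogen 30 ug; 50 mM citrate/phosphate pH 5.0, 0.01% Tween-20; 37 C, 40 min; Amplex Red detection 45 min RT; Hill fit → AC50.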
# An asterisk follows results filed as active; ? = inconclusive; & = joins results of further samples; [ ] = dose if it differs, or a comment. Potency means the concentration at half of the fitted maximal effect. Not all compounds are listed. The share of hits here may be higher or lower than overall.
SMILES,GAA glycogen
COc1ccccc1N(Cc1cc2cccc(C)c2[nH]c1=O)C(=O)c1cccc(Cl)c1,-14%[76.3 µM]
CCCCc1c(C)nc2c(-c3ccc(OC)cc3)c(C)[nH]n2c1=O,9%[76.3 µM]
Cc1cc(C)c(OCCCn2ccnc2)c(C)c1,-8%[76.3 µM]
Cc1ccc(C)c(N2CCN(C(=O)Cn3ncc4ccsc4c3=O)CC2)c1,-19%[76.3 µM]
COc1ccc(C(=O)N2CCN(C(=O)COc3ccc(C)cc3)CC2)cc1OC,-11%[76.3 µM]
C/C(=N/NC(=O)c1ccc(C)s1)c1cccc(NC(=O)c2ccoc2C)c1,-21%[76.3 µM]
COc1cc([N+](=O)[O-])ccc1NC(=O)NN1CCN(C)CC1,1%[76.3 µM]
CCOc1ccccc1NC(=O)CN1C(=O)COc2ccc(S(=O)(=O)NC3CCCC3)cc21,-3%[76.3 µM]
CCOc1ccc(-c2nc(CS(=O)(=O)CC(=O)NCc3ccc(F)cc3)c(C)o2)cc1,1%[76.3 µM]
CCN(Cc1ccncc1)Cc1ccc(Br)cc1,-6%[76.3 µM]
COc1ccc(CC(=O)NCC(=O)NCc2cc(=O)n(C)c(=O)n2C)cc1,5%[76.3 µM]
CC(C)[C@H](NC(=O)c1ccccc1F)C(=O)NCc1ccc(S(N)(=O)=O)cc1,-3%[76.3 µM]
CCOC(=O)N1CCc2c(sc3c2C(=O)NC(c2ccc(C(=O)OC)cc2)N3)C1 (stereo not drawn),-27%[76.3 µM]
Cc1cc(C(C)(C)C)cc(C)c1S(=O)(=O)N1CCN(C(=O)c2cc([N+](=O)[O-])c[nH]c2=O)CC1,-2%
Cc1ccccc1-n1ncc2c1CC(C)(C)CC2NC(=O)CCn1cncn1 (stereo not drawn),15%[76.3 µM]
Oc1cccc2ccc(N3CCOCC3)nc12,?
CCc1ccc(NC(=O)CSc2ccc(-c3sc(C)nc3C)nn2)cc1,3%[76.3 µM]
Cc1ccc(C(=O)OCC(=O)N2CCCC2)cc1,2%
COc1ccccc1C(=O)NCc1nnc(SCC(=O)Nc2nccs2)n1C,0%
C/C=C/c1ccc(OCC(O)CNCC(c2ccc(OC)cc2)N(C)C)c(OC)c1 (stereo not drawn),-1%
O=C(CS(=O)(=O)c1ccccc1)NCc1ccc(Cl)cc1,-10%[76.3 µM]
CC(C)(C)C(=O)N1CCN(c2ccc(NC(=O)c3ccc([N+](=O)[O-])o3)cc2)CC1,5%
CCOC(=O)CSc1nc2ccc(NC(=O)c3ccc(C)cc3)cc2s1,-4%[76.3 µM]
CC(Sc1nnc2ccc3ccccc3n12)C(=O)Nc1ccc(Cl)cc1 (stereo not drawn),-14%[76.3 µM]
CCN(CC)C(=O)Cn1cc(SCC(=O)Nc2cccc(C)c2)c2ccccc21,20%[76.3 µM]

# Filtered by structure, the compounds so far with a nitro group on carbon
SMILES,GAA glycogen
COc1cc([N+](=O)[O-])ccc1NC(=O)NN1CCN(C)CC1,1%[76.3 µM]
Cc1cc(C(C)(C)C)cc(C)c1S(=O)(=O)N1CCN(C(=O)c2cc([N+](=O)[O-])c[nH]c2=O)CC1,-2%
CC(C)(C)C(=O)N1CCN(c2ccc(NC(=O)c3ccc([N+](=O)[O-])o3)cc2)CC1,5%

# Going on with the list:
SMILES,GAA glycogen
Cc1ccc(-c2c(C(=O)N3CCN(c4cc(Cl)ccc4C)CC3)oc(=O)c3ccccc23)cc1,9%[76.3 µM]
NC(=O)C1CCN(C(=O)COc2ccc3c4c(c(=O)oc3c2)CCCC4)CC1,-12%[76.3 µM]
CC(=O)Nc1cccc(C(=O)N2CCC(n3nccc3NC(=O)CC(C)C)CC2)c1,0%[76.3 µM]
COc1cccc(NC(=O)CN2C(=O)COc3ccc(C)cc32)c1,3%[76.3 µM]
CCCn1ncc(C(=O)N(C)C2CCCN(Cc3ccccc3F)C2)c1C (stereo not drawn),-9%[76.3 µM]
Cc1ccc(C(=O)NCc2ccco2)cc1S(=O)(=O)N1CCCC1,4%[76.3 µM]
Cc1cccc(NC(=O)N2CCCc3ccccc32)c1C,-1%[76.3 µM]
O=C(CNC(=O)c1ccco1)Nc1ccc(Br)cc1,0%
CCc1ccccc1NC(=O)N1CCC(CN2CCc3ccccc3C2)CC1,-6%[76.3 µM]
NC(=O)C1CCN(C(=O)c2ccc3ccccc3c2)CC1,4%
C=CCn1c(=S)[nH]c2cc(C(=O)Nc3ccc(OC)c(OC)c3)ccc2c1=O,-11%[76.3 µM]
CCOC(=O)c1[nH]c2ccccc2c1NC(=O)c1ccccc1OC,-5%[76.3 µM]
COc1ccc(/C=N/NC(=O)c2cccc([N+](=O)[O-])c2)c2ccccc12,3%
COc1cc(CC(NC(C)=O)C(=O)NC2CCN(C(=O)Nc3ccccc3C)CC2)cc(OC)c1 (stereo not drawn),5%
CCOC(=O)N1CCN(CC(O)COc2ccc(C)c(C)c2)CC1 (stereo not drawn),5%
Cc1c(C(=O)N2CCCC2)oc2c1-c1nn(CC(=O)NCc3ccccc3Br)cc1CC2,-3%[76.3 µM]
COc1ccc(CNC(=O)C2CCN(c3nc(-c4ccccc4)nc4c3CCC4)CC2)cc1,-1%[76.3 µM]
Cc1ccc(S(=O)(=O)Nc2ccccc2N2CCOCC2)cc1,-4%[76.3 µM]
COC(=O)Cn1ncc(N(C)Cc2ccccc2)c(Cl)c1=O,1%
Cc1ccc2cccc(OCCCOc3ccccc3CO)c2n1,3%[76.3 µM]
COc1ccc(-c2noc(CSc3nnc(Cc4ccccc4)n3-c3ccccc3)n2)cc1OC,-10%[76.3 µM]
C=CCNc1nc(C)c(CNc2c(C)cc(C)cc2C)nc1C#N,-9%[76.3 µM]
CCOc1ccc(C2C(C(=O)c3ccc(C)o3)=C(O)C(=O)N2c2nc(C)c(C(=O)OC)s2)cc1 (stereo not drawn),11%[76.3 µM]
Cn1c(-c2cccc(Br)c2)cnc1NCc1cccc(F)c1,?
CCOc1cccc2cc(C(=O)NCc3ccc(OC)cc3)c(=N)oc12,-1%[76.3 µM]

# Additional structures
SMILES,GAA glycogen
Cc1ccc2c(c1)-c1onc(C(=O)N3CCN(c4ccc(Cl)cc4)CC3)c1CO2,1%[76.3 µM]
Oc1ccccc1C1CCCCC1c1ccccc1 (stereo not drawn),-10%
COc1ccc(S(=O)(=O)Nc2cc(S(=O)(=O)c3ccccc3)c(O)c(C)c2C)cc1,?
COc1ccccc1NC(=O)Cn1c(=O)n(Cc2ccc3c(c2)OCO3)c(=O)c2oc3ccccc3c21,-6%[76.3 µM]
COc1cccc(CNC(=S)Nc2ccc(Cl)cc2C)c1,-14%[0.611 µM]
COc1ccc(C(=O)Nc2ccc(S(=O)(=O)Nc3nccc(C)n3)cc2)cc1[N+](=O)[O-],-12%[76.3 µM]
COC(=O)c1cc2sc(Cl)cc2n1Cc1c(C)cc(C)cc1C,-1%[76.3 µM]
COc1ccc(NC(=O)CN2CCc3ccccc3C2)c(OC)c1,-1%[76.3 µM]
CCOc1ccc(C(=O)OCC(=O)NCCCc2ccccc2)cc1,-6%
CC1CCCC(C)N1CC(O)COC1CCC(C(C)(C)C)CC1 (stereo not drawn),-12%[76.3 µM]
Cn1c2c(c(=O)n(C)c1=O)C(c1cccc(O)c1)CC(=O)N2 (stereo not drawn),-7%[76.3 µM]
COc1ccc2c(c1OC)C(=O)N1C2SC[C@H]1C(=O)NC1CCCCC1 (stereo partly drawn),-7%[76.3 µM]
O=C(Nc1ccc(Br)cc1)c1cc(-c2cccs2)on1,1%[76.3 µM]
CCc1ccccc1NC(=O)CN1C(=O)COc2ccc(S(=O)(=O)N3CCCCCC3)cc21,-15%[76.3 µM]
COc1cc(C(=O)N(CCN(C)C)CC2CCCN(Cc3ccccc3F)C2)ccc1C (stereo not drawn),-17%[76.3 µM]
Cc1ccc2c(c1)C(c1ccc(F)cc1)N(C(=O)c1ccc(S(=O)(=O)N(C)C)cc1)CC(=O)N2 (stereo not drawn),-9%
COc1ccc(NC(=O)CC2NCCNC2=O)c(OC)c1 (stereo not drawn),-7%[76.3 µM]
O=C(CCCc1ccccc1)Nc1cccc([N+](=O)[O-])c1,-12%[76.3 µM]
CSc1ccc(CN2CCC(Cc3ccccc3)CC2)cc1,0%[76.3 µM]
COc1ccc(-c2cnc(NCc3ccc(C)cc3)n2C)cc1,10µM*
COCCC(=O)N1CCC(Oc2ccc(C(=O)NC(C)CCn3cccn3)cc2)CC1 (stereo not drawn),2%[76.3 µM]
Cc1ccc(NC(=O)c2cccs2)cc1NC(=O)c1cccc(F)c1,17%[76.3 µM]
COc1cccc(-c2coc3c(C)c4oc(=O)c(CC(=O)O)c(C)c4cc23)c1,7%
COc1cc(OC)cc(-c2nc3nc(C)c(CCC(=O)Nc4cc(F)ccc4F)c(C)n3n2)c1,-4%[76.3 µM]
COc1cccc(CNC(=O)Cn2cc3c(n2)-c2c(oc(C(=O)N4CCOCC4)c2C)CC3)c1,2%[76.3 µM]

# (next part)
SMILES,GAA glycogen
CCn1c(C(=O)N2CCCC(C(=O)NCCCOC)C2)cc2sccc21 (stereo not drawn),21%[76.3 µM]
CC1C(=O)Nc2ccc(S(=O)(=O)Nc3ccccc3Br)cc2NC1=O (stereo not drawn),-5%&-5%[76.3 µM]
CCCCCCc1c(C)c2c(cc(C)c3c(C)c(C)oc32)oc1=O,-13%[76.3 µM]
Cc1ccc(NC(=O)NCc2ccccn2)c(C)c1,-4%[76.3 µM]
CCc1cc(=O)oc2c(CNCc3ccccc3F)c(O)c(Cl)cc12,4%
COC(=O)c1ccc(CN2CCCC(C(=O)Nc3cccc(-n4cnnn4)c3)C2)cc1 (stereo not drawn),0%[76.3 µM]
O=C(Nc1cccc2cccnc12)c1ccc(Br)cc1Br,1%[76.3 µM]
CCC(C)NC(=O)Cc1c(C)c2cc3c(cc2oc1=O)OC(C)(C)CC3 (stereo not drawn),2%
N=c1c(C(=O)NCC2CCCO2)cc2c(=O)n3ccccc3nc2n1CCCO (stereo not drawn),-5%[76.3 µM]
CC(CNC(=O)c1csc2c1CCCCC2)c1ccccc1 (stereo not drawn),-2%[76.3 µM]
Cc1c(Cc2ccccc2)c(=O)oc2c(C)c(OCC(=O)N[C@@H](Cc3ccccc3)C(=O)O)ccc12,0%[76.3 µM]
CC(=O)NC1C(=O)N(CCN2CCOCC2)c2ccc(C)cc21 (stereo not drawn),-5%
Cc1cccc(-c2noc(CN(C)C(=O)c3ccco3)n2)c1,1%
CCCc1cc(=O)n2[nH]c(NCc3ccccc3OC)nc2n1,0%[76.3 µM]
C/C(CC(=O)Nc1cc(C)ccn1)=N\NC(=O)c1ccc(C(C)(C)C)cc1,-21%[76.3 µM]
COc1ccc(Cc2nnc(NC(=O)Nc3ccccc3)s2)cc1OC,7%
Cc1ccc2nc(CCc3nc4ccc(C)cc4[nH]3)[nH]c2c1,-4%[76.3 µM]
Cc1cc(C)c(NC(=O)C2CC(=O)N(C(C)C)C2)c(C)c1 (stereo not drawn),2%[76.3 µM]
O=C(c1ccc(N2CCCC2=O)cc1)N1CCN(c2ccc(Cl)cc2)CC1,-7%[76.3 µM]
Cc1ccc(-c2nc3ccc(Cl)cn3c2Nc2ccc3c(c2)OCCO3)o1,?
CC(C)CN(CCNC(=O)CN1C(=O)COc2ccc(S(=O)(=O)N3CCOCC3)cc21)CC(C)C,-2%[76.3 µM]
COc1cc(NC(=O)C2CC(c3ccc(Cl)cc3)=NO2)cc(OC)c1OC (stereo not drawn),-13%[76.3 µM]
CC(=O)NC(CC(=O)N(C)C1CCCCC1)c1ccccc1 (stereo not drawn),15%
C=CCN(Cc1nc(-c2ccc(OC)cc2)no1)C(=O)c1ccc2c(c1)OCO2,-7%[76.3 µM]
COc1cccc2c1OCC(C(=O)Nc1nccs1)=C2,1%

# The results go on.
SMILES,GAA glycogen
Cc1cccc2c1-c1sc(C(=O)NCc3ccc(Cl)cc3)cc1CO2,5%[76.3 µM]
O=C(NC1CCN(S(=O)(=O)c2ccccc2)CC1)c1ccc(F)cc1,4%[76.3 µM]
O=C(CN1C(=O)S/C(=C\c2ccccc2F)C1=O)NC1C=CS(=O)(=O)C1 (stereo not drawn),-5%[76.3 µM]
COc1ccccc1CNC(=O)CCC1N=C2c3ccccc3N=C(SCc3ccc(C)cc3C)N2C1=O (stereo not drawn),1%[76.3 µM]
Cc1cc2ccccc2n1CCNC(=O)c1ccccc1F,0%[76.3 µM]
COc1ccccc1N1CCN(c2ccnc3cc(Cl)ccc23)CC1,9%[76.3 µM]
Cc1csc(=O)n1CC(=O)OCC(=O)Nc1cc(Cl)ccc1[N+](=O)[O-],1%[76.3 µM]

# Arranged by SMILES length (falling): 6 of the compounds above
SMILES,GAA glycogen
Cc1csc(=O)n1CC(=O)OCC(=O)Nc1cc(Cl)ccc1[N+](=O)[O-],1%[76.3 µM]
O=C(NC1CCN(S(=O)(=O)c2ccccc2)CC1)c1ccc(F)cc1,4%[76.3 µM]
Cc1cccc2c1-c1sc(C(=O)NCc3ccc(Cl)cc3)cc1CO2,5%[76.3 µM]
COc1ccccc1N1CCN(c2ccnc3cc(Cl)ccc23)CC1,9%[76.3 µM]
COc1cccc2c1OCC(C(=O)Nc1nccs1)=C2,1%
Cc1cc2ccccc2n1CCNC(=O)c1ccccc1F,0%[76.3 µM]

# Screening results as filed in PubChem BioAssay.
